# ERAP1 inh: inhibitors of human ERAP1 aminopeptidase; Q9NZ08; recombinant ERAP1, Leu-AMC fluorescence, 60 min; inhibition, % at 10.7 µM; hit rate 0.15% among 340,000; AID 652197;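 active = mean replicate inhibition of at least 30%, or all replicates individually reaching that 30% level; inactive = mean below 30% and not every replicate reaching it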;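 note: 0% = neutral control wells and 100% = L-leucinethiol positive control wells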
# Target sequence (Q9NZ08 whole entry, looked up): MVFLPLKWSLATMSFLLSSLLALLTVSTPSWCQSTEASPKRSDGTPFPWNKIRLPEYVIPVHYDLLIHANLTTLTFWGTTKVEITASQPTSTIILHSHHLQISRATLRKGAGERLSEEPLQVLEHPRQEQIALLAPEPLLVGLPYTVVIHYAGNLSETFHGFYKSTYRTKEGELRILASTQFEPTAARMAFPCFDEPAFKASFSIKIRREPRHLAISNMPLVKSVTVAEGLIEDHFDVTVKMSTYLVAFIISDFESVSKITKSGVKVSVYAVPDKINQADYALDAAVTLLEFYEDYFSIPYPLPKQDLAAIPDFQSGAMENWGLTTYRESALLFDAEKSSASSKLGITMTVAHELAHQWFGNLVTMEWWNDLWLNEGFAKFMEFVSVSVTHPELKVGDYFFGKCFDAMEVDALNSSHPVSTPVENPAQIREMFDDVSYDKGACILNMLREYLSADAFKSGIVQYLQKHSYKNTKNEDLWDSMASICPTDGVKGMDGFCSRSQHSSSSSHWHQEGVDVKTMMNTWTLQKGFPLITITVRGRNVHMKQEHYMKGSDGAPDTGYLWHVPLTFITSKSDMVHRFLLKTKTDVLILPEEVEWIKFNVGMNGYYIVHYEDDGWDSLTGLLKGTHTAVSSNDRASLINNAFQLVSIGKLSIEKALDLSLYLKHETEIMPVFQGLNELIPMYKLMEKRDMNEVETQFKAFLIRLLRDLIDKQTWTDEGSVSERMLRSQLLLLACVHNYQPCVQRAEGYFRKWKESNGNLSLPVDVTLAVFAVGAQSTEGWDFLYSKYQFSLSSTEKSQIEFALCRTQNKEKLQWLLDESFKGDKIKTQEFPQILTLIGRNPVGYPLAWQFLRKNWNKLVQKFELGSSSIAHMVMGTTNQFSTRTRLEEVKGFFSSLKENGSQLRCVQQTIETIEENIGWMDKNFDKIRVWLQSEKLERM
# E-sel inducer: E-selectin induction on HUVECs | P16581 | activation, % at 7.58 µM | HUVEC E-selectin immunofluorescence imaging; normalized: neutral wells 0, TNF-alpha wells 100 | hit rate 0.37% among 260,000;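 active = mean E-selectin-positive cell signal at least 10% of the positive control, reached in at least 60% of replicates, without over 20% cell loss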;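 note: in these data hits start at about 27%; measured in HUVEC primary endothelial cells; signal is the percent of cells scored E-selectin positive by PE staining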
#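 System: HUVEC / Compound: single concentration / Signal: immunofluorescence imaging / Read-out: percent E-selectin-positive cells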
# esBAF inh: blocks esBAF chromatin remodeling in mouse ES cells | AID 602393 | Bmi1-luciferase knock-in reporter, 24 h; 100% = twice the neutral-well signal | reporter increase, % at 12.5 µM | hit rate 2% among 350,000; in the data active = activation above about 40%;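 note: 0% = median of the plate's neutral control wells and 100% = double that signal; a rise in the Bmi1 reporter signal indicates esBAF inhibition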
# S100A4 MyoIIA: blocks human S100A4 binding to myosin IIA peptide | P26447 | S100A4/TAMRA-MyoIIA peptide fluorescence polarization | inhibition, % at 10.7 µM | hit rate 0.14% among 360,000 | AID 652163;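 active = mean inhibition of at least 70% across replicates, with every replicate also reaching that level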
# Target sequence (P26447 whole entry, looked up): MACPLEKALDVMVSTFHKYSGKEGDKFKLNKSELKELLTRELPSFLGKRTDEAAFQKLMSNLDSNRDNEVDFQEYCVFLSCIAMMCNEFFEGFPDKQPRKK
#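 Test system – S100A4 monomer (human) · Compound – single-point compound testing · Schedule – 5 min incubation before reading · Probe or stimulus – TAMRA-labelled myosin IIA heavy-chain peptide probe, 5 nM · Benchmarks – neutral control DMSO, positive control TFP · Medium – Calcium-containing HEPES buffer, pH 7.2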
# ERp5 inh: blocks human ERp5 reductase activity on insulin; ERp5 insulin aggregation, absorbance 650 nm, 90 min; inhibition, % at 9.99 µM; hit rate 0.05% among 350,000; AID 651711;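 active = mean replicate inhibition above about 25%, with every replicate also reaching it, limit read from the data, passing the limit was not always enough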
# Xi reactivation: activators of X-chromosome reactivation in mouse fibroblasts. XiGFP mouse fibroblasts, % GFP-positive cells imaging, 3 d; cells co-treated with 5-aza-dC sensitizer; scaled so ellipticine positive control = 100%. AID 743238. hit rate 0.055% among 360,000. activation, % at 7.58 µM;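 active = mean normalized replicate activation at least 10% and every replicate at or above 10%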;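 note: 0% = median of on-plate neutral control wells and 100% = ellipticine 6 µM median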
#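 System: 68-5-11 XiGFP fibroblast line; Timing: 3 days compound exposure; Compound dosing: one concentration, pinned; Benchmarks: positive control ellipticine, 6 µM final; Buffer or medium: DMEM containing 5-aza-dC.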
# RAD54 inh: blocks human RAD54 Holliday junction branch migration | Q92698 | inhibition, % at 10.4 µM | FAM/BHQ fluorescence | hit rate 0.14% among 360,000;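 active = mean normalized replicate activity at least 40 and at least half of replicates scoring 40 or more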;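 note: 0% = median of neutral control wells and 100% = median of positive control wells; inhibitors cause a drop in the FAM fluorescence signal; in these data hits start at about 50%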
# RAD52 anneal inh: RAD52 (human) annealing inhibition; P43351; recombinant RAD52 DNA annealing, FRET fluorescence; inhibition, % at 18.7 µM; hit rate 0.46% among 360,000; AID 651710;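 active = every replicate showing at least 50% inhibition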
# * = called active by the depositor; · = no result given; & = joins results of further samples.
SMILES,ERAP1 inh,E-sel inducer,esBAF inh,S100A4 MyoIIA,ERp5 inh,Xi reactivation,RAD54 inh,RAD52 anneal inh
O=C(NCC[C@H]1CC[C@@H](NS(=O)(=O)c2ccccc2)[C@@H](CO)O1)c1cc(Cl)cc(Cl)c1,-3,-0.3,16,6,1,-0.1,-3,4
Cc1ccc(Cn2c(C(C)Nc3nc(-c4ccc(F)cc4)cs3)nc3cc(C(F)(F)F)ccc32)cc1 (configuration not stated),-2,0.1,-1,-4,-2,0.0,1,-22
Cc1noc(C)c1S(=O)(=O)N(C)C[C@@H]1Oc2ccc(NC(=O)NC3CCCCC3)cc2CC(=O)N([C@@H](C)CO)C[C@H]1C,0,3.4,7,-2,1,-0.8,6,1
Cc1ccc(CC2C(=O)N(c3cc(C)ccc3C)C(=O)C2C)cc1 (configuration not stated),-5,0.0,-7,-2,-2,0.1,-4,-18
COc1cccc(CNC(=O)C(=O)NCC2OCCCN2S(=O)(=O)c2cc(C)ccc2C)c1 (configuration not stated),0,-0.1,-1,5,9,0.0,12,-24
CO[C@@H]1CN(C)C(=O)c2cc(NC(=O)C3CCCCC3)ccc2OC[C@@H](C)N(Cc2cccnc2)C[C@H]1C,-2,-0.3,-9,16,-2,0.5,7,16
CCCc1cc(C(=O)NC2CCCC2)no1,0,0.1,30,4,2,0.1,-9,-8
COc1ccccc1N1CCN(C(=O)Cn2cnc3c2c(=O)n(C)c(=O)n3C)CC1,-2,-0.1,·,7,-1,-0.1,·,-6
CN(C)CCC1(C2=CCCC2)CC/C(=C/c2ccc(Cl)cc2)C1=O (configuration not stated),10,-0.2,·,1,-14,-0.1,·,26
CCC(=O)N1[C@H](CO)[C@@H](c2ccc(C3=CCCCC3)cc2)[C@@H]1CN(C)C(C)=O,·,0.0,4,·,·,-0.1,-1,·
CCN(CC)c1nc(-c2ccccn2)nc(-c2ccccc2)c1C#N,2,·,·,4,-2,0.0,·,6
COc1ccc(S(=O)(=O)Nc2cccc3c2O[C@H](CN(C)Cc2ccc4c(c2)OCO4)[C@H](C)CN([C@H](C)CO)C3=O)cc1,6,6.1,4,-4,0,0.6,-8,14
Cc1noc(C)c1NC(=O)N(C)C[C@H]1Oc2ccc(NS(=O)(=O)c3ccccc3)cc2CC(=O)N([C@H](C)CO)C[C@@H]1C,1,0.1,2,33,-15,0.0,-2,-12
CCSc1nc(-c2ccccc2)c2cc(Cl)ccc2n1,4,0.2,·,5,0,-0.4,·,-3
Cn1nnnc1Sc1ccc(C(=O)O)cc1[N+](=O)[O-],2,·,·,2,2,-0.1,-21,-16
COc1cccc(-c2cc(C(F)(F)F)nc(-n3cc(C)cn3)n2)c1,·,-2.2,2,-2,-3,3.4,·,-7
CCOC(=O)CCc1c(C)nc2c(c(C)nn2C(C)(C)C)c1C,4,0.0,-6,-7,-9,0.1,5,-3
C[C@@H]1CN([C@@H](C)CO)C(=O)Cc2cc(N(C)C)ccc2O[C@H]1CN(C)S(=O)(=O)c1cn(C)cn1,-2,0.0,0,3,-10,-0.4,-1,-14
COC(=O)c1cc(C)cc(=O)o1,0,·,·,5,4,-0.1,·,-1
Cc1ccc2nc(NC(=O)C(NS(=O)(=O)c3cccc4nsnc34)C(C)C)sc2c1 (configuration not stated),·,·,4,2,4,0.0,14,-16
Cc1ccc(-c2ccc([C@@H]3[C@@H](CO)N4CCCCN(C(=O)c5ccc(F)cc5)C[C@H]34)cc2)cc1,·,-0.6,-5,·,·,0.1,3,0
COc1ccc(C(=O)Nc2nnc(S(=O)(=O)N(C)Cc3ccccc3)s2)cc1,0,-0.1,-2,2,4,0.0,1,-14
COC(=O)CNC(=O)COC(=O)c1ccc(OC)c([N+](=O)[O-])c1,-4,-1.2,·,10,-6,0.1,10,-1
O=C(C[C@H]1CC[C@@H](NS(=O)(=O)c2ccccc2)[C@H](CO)O1)NCc1ccccc1F,-3,-0.2,-1,0,-1,0.4,-1,-1
Fc1cccc(NC(=S)NCc2ccccn2)c1,-3,·,·,62,-6,0.2,-2,0
Cc1cc(NC(=O)CCOc2ccc(F)cc2)no1,-1,0.0,·,0,1,-0.1,12,-7
COc1ccccc1N1CCN(C(=O)NC23CC4CC(CC(C4)C2)C3)CC1,-2,·,·,1,1,0.3,·,-1
C[C@H](CO)N1C[C@H](C)[C@H](CN(C)C(=O)CC2CC2)Oc2cc(Br)ccc2S1(=O)=O,-1&1&1,-0.5&-0.5,-11&-6&-9,-5&-11&12,5&17&2,0.5&0.3,-4&-1&-1,-6&5&-1
COc1cc2c(cc1OC)[C@H](Cc1ccc(O)cc1)NCC2,-2,-0.1,1,11,6,0.4,5,-8
O=C(CC1C(=O)NCCN1Cc1ccc(Cl)c(F)c1)NCC1CCOCC1 (configuration not stated),-2,-0.6,·,0,-3,0.0,·,-18
Nc1ccc(S(=O)(=O)N2CCCc3ccccc32)cc1,-1,·,13,-7,-3,-0.1,-6,-53
CO[C@@H]1CN(C)C(=O)c2cc(NC(=O)C3CCCCC3)ccc2OC[C@@H](C)N(Cc2nccs2)C[C@H]1C,8,0.1,2,6,-4,0.2,8,6
CS(=O)(=O)N(CC(=O)Nc1ccccc1C(=O)N1CCOCC1)c1cccc(F)c1,-2,-0.1,-4,-3,5,0.0,0,-4
O=C(Nc1ccc(F)c(F)c1)c1ccc(F)c(S(=O)(=O)N2CCC3(CC2)OCCO3)c1,-1,1.6,·,1,4,0.0,·,-6
C[C@H](CO)N1C[C@H](C)[C@@H](CN(C)Cc2ccccc2)Oc2cc(Br)ccc2S1(=O)=O,3,0.0,-1,0,-3,-0.2,1,-3
Cc1n[nH]c(=O)c2c(NC(=O)COC(=O)c3cc(F)cc(F)c3)oc(C)c12,3,·,·,-1,-1,0.6,-7,-1
Cc1ccc(N2CC(=O)Nc3c(sc4nc(C)cc(C)c34)C2=O)cc1,-3,-0.1,·,-8,4,0.0,-2,-3
COc1ccc(CN2CC3(CN(C(C)=O)C3)c3c(n(C)c4cc(OC)ccc34)[C@H]2CO)cc1,-1,-0.2,·,14,4,0.0,·,-63
O=C(COc1ccc2c(C(F)(F)F)cc(=O)oc2c1)NCc1cccs1,0,·,·,-18,10,0.0,-9,-14
Cc1nc(-c2nnc(SCC(=O)Nc3cc(C(F)(F)F)cc(C(F)(F)F)c3)n2C)cs1,·,·,·,1,1,0.0,·,2
O=C(C[C@@H]1C=C[C@H](NC(=O)Nc2ccccc2F)[C@@H](CO)O1)NCc1ccccc1,0,-0.4,·,15,3,-0.3,·,-5
CC1CCC(C(C)C)C(OCC(O)CN2CCOCC2)C1 (configuration not stated),1,·,-4,5,1,·,-1,-7
O=C(Nc1cccc(F)c1)N1CCCCN2[C@H](CO)[C@@H](c3ccc(C#Cc4cccnc4)cc3)[C@H]2C1,-2,0.0,-7,6,1,0.4,11,-41
Cc1ccc(NC(=O)C2=C(c3ccccc3)S(=O)(=O)CCS2(=O)=O)cc1,-6,·,·,-1,6,0.4,·,-3
CCOCCCNC(=S)N1C2CCC1CC(NC(=O)Nc1ccc(C(=O)OCC)cc1)C2 (configuration not stated),-1,·,·,-40,-6,-0.1,·,-5
COC(=O)C1=C(C)N(Cc2ccc(C(F)(F)F)cc2)C(=NCc2ccccc2C(F)(F)F)NC1c1ccc(Cl)cc1 (configuration not stated),-1,-0.3,·,-4,0,0.5,·,-13
COc1ccc(OC)c(C(=O)N2CCC(CCC(=O)NC3CC3)CC2)c1,3,0.6,-6,19,-4,0.0,2,-3
COc1cccc(-n2nc3c(=O)n(Cc4ccccc4Cl)nc(C)c3c2C)c1,2,·,·,1,1,0.0,8,-7
COc1ccc(-n2nc3c(c2NC(=O)C2CCCC2)CS(=O)C3)cc1 (configuration not stated),-1,0.0,-4,0,5,0.2,-8,-1
O=C(CSc1nc2nc(-c3cccs3)cc(C(F)(F)F)c2c(=O)[nH]1)C(F)(F)F,-15,0.6,-16,-6,0,0.1,-2,-6

# Next part.
SMILES,ERAP1 inh,E-sel inducer,esBAF inh,S100A4 MyoIIA,ERp5 inh,Xi reactivation,RAD54 inh,RAD52 anneal inh
N#C[C@@H]1[C@H](c2ccccc2-c2cccc(F)c2)[C@@H](CO)N1C(=O)c1cccnc1,·,0.1,·,10,14,0.0,·,-4
CCN(CC)CCOC(=O)C(Cc1ccco1)Cc1cccc2ccccc12 (configuration not stated),2,0.3,·,1,4,-0.2,21,8
S=C1SCN(CCc2ccccc2)CN1CCc1ccccc1,2,0.8,·,1,2,0.3,-1,-13
O=C(Nc1cccnc1)c1ccc2nc(-c3ccccc3)c(-c3ccccc3)nc2c1,-2,5.7,·,13,6,0.2,-9,0
Cc1ccc(-n2c(SCC(=O)O)nc3sc4c(c3c2=O)CCCC4)cc1,4,-0.1,2,-5,4,0.0,-9,-13
C=CCN1[C@@H](C)[C@H](c2ccccc2)Oc2cccc(NCCc3ccccc3)c2S1(=O)=O,0,·,·,-5,4,1.0,·,-2
CN(C)C(=O)C[C@@H]1C[C@@H]2c3cc(NS(=O)(=O)c4ccc(F)cc4)ccc3O[C@@H]2[C@@H](CO)O1,·,-0.5,-2,·,·,0.0,4,·
CCC(=O)Nc1ccccc1-c1nc2ccccc2[nH]c1=O,-1,·,14,-7,-10,-0.1,1,-8
Cc1cc(Br)ccc1SCC(=O)Nc1cccnc1,3,4.2,·,6,-1,0.1,·,-53
O=C(c1cc(COc2ccc3ncccc3c2)on1)N1CCCC(O)C1 (configuration not stated),-2,-0.2,12,-1,-2,1.0,3,-19
Cc1csc(NC(=O)c2nn(C)c(C)c2[N+](=O)[O-])n1,1,·,·,4,7,-0.1,·,-5
C=CCn1cccc(C(=O)Nc2ccc(OC)cc2)c1=O,-3,·,·,-2,9,0.0,·,-12
COc1ccc2c3c(n(C)c2c1)[C@@H](CO)N(Cc1cccnc1)CC31CN(C(=O)c2cccnc2)C1,-2,0.8,·,0,-9,0.0,·,-7
C[C@@H]1CCCCO[C@@H](CN(C)C(=O)C2CCCCC2)[C@@H](C)CN([C@@H](C)CO)C(=O)c2cc(NS(=O)(=O)c3cn(C)cn3)ccc2O1,0,0.0,2,-47,-5,0.2,-1,2
CCCN(CCC)Cc1c(C(=O)N/N=C/c2cccs2)nnn1-c1nonc1N,-2,·,-3,-5,-1,-0.1,4,-9
C[C@H]1CN([C@@H](C)CO)C(=O)c2cc(C#CC3CC3)cnc2O[C@@H]1CN(C)S(=O)(=O)c1cccc(F)c1,1,-0.2,33,18,-1,-0.6,5,-4
O=c1cc(CN(Cc2ccccc2)Cc2ccccc2)c2ccccc2o1,1,-0.3,-6,-4,3,0.1,11,-12
C[C@H]1CN([C@@H](C)CO)C(=O)c2cccc(NC(=O)c3ccc(-c4nccs4)cc3)c2O[C@H]1CN(C)S(=O)(=O)c1ccc(F)cc1,-4,-0.7,0,3,2,-0.3,4,-3

# Record cards (already shown). Order of screens: ERAP1 inh	E-sel inducer	esBAF inh	S100A4 MyoIIA	ERp5 inh	Xi reactivation	RAD54 inh	RAD52 anneal inh
# Shown for `C[C@H]1CN([C@@H](C)CO)C(=O)c2cccc(NC(=O)c3ccc(-c4nccs4)cc3)c2O[C@H]1CN(C)S(=O)(=O)c1ccc(F)cc1` : -4	-0.7	0	3	2	-0.3	4	-3
# Shown for `C[C@H]1CN([C@@H](C)CO)C(=O)c2cc(C#CC3CC3)cnc2O[C@@H]1CN(C)S(=O)(=O)c1cccc(F)c1` : 1	-0.2	33	18	-1	-0.6	5	-4
# Shown for `CCCN(CCC)Cc1c(C(=O)N/N=C/c2cccs2)nnn1-c1nonc1N` : -2	·	-3	-5	-1	-0.1	4	-9
# Shown for `Cc1csc(NC(=O)c2nn(C)c(C)c2[N+](=O)[O-])n1` : 1	·	·	4	7	-0.1	·	-5

# Source: PubChem
